FAS-TE inh: FAS thioesterase domain inhibitors, primary screen, biochemical, fluorescence intensity, uHTS. Fatty acid synthase (Homo sapiens), P49327. recombinant FAS-TE, OMFH fluorogenic substrate, fluorescence endpoint. inhibition, % at 15 µM. 360,000 tested, 0.67% active;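 active = compounds whose normalised, plate-corrected inhibition of enzyme fluorescence in the single-dose primary screen is 50% or more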;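 also: 0% = DMSO with enzyme and 100% = substrate without enzyme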
Rpn11 inh: Rpn11 (PSMD14) deubiquitinase inhibitors, primary screen, biochemical, fluorescence polarization, uHTS; 26S proteasome non-ATPase regulatory subunit 14 (Homo sapiens), O00487; human 26S proteasome, Ub4-pepOG fluorescence polarization; 20S core pre-blocked with epoxomicin; calls only at 20 µM; 360,000 tested, 0.59% active;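 active = inhibition at 20 µM, scaled to each plate's controls, above about 33%, limit read from the data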
Rin1-Abl PPI inh: inhibitors of Rin1-Abl protein binding, primary screen, biochemical, TR-FRET; inhibition, % at 7.35 µM; AID 588664, 2011; 360,000 tested, 0.4% active; in the data active = inhibition above about 5%, passing the limit was not always enough
MT1-MMP act inh: blockers of MT1-MMP proenzyme processing, primary screen, HT1080 RFP-PRO-GFP cells, GFP/RFP fluorescence | Matrix metalloproteinase-14 (Homo sapiens), P50281 | 360,000 tested, 0.061% active | GFP/RFP ratio fluorescence, overnight; percent of plate control window, DMSO zero | GFP/RFP ratio change, % at 20 µM;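 active = GFP/RFP ratio change of at least 30% with cell ATP level not reduced by more than half and red fluorescence within 50% of control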; also: strong numbers were not always called active
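Test system: HT1080 cells expressing an RFP-PRO-GFP fluorescent reporter construct / Compound dosing: single-point 20 µM compound, 1% DMSO / Schedule: cells overnight before dosing, compound overnight, 37 °C, 5% CO2 / Evaluation: GFP/RFP fluorescence ratio / Control set: DMSO and RFP-L50D-GFP cell wells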
MLLE-PAM2 inh: inhibitors of PABP1 MLLE–PAM2 peptide binding, primary screen, biochemical, fluorescence polarization, FITC-PAM2, GST-MLLE; inhibition, % at 20 µM; Polyadenylate-binding protein 1 (Homo sapiens), P11940; 360,000 tested, 0.36% active; AID 588489, 2011; in the data active = inhibition above about 35%, passing the limit was not always enough;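 also: plate controls were DMSO wells with GST-MLLE for no effect and wells lacking GST-MLLE protein for full effect; some results filed as inactive read as strong as hits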
MsrA inhibitor: bovine MsrA enzyme inhibitors, primary screen, biochemical, absorbance, HTS | 360,000 tested, 0.75% active | inhibition, % at 15.5 µM | AID 651718, 2012 | Methionine sulfoxide reductase A (Bos taurus) | purified bovine MsrA, absorbance read-out; in the data active = inhibition above about 4.5%;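 also: 0% = vehicle wells with enzyme and 100% = reference inhibitor wells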
CSN deneddyl inh: inhibitors of CSN-mediated cullin deneddylation, primary screen, biochemical, fluorescence polarization, uHTS. 360,000 tested, 0.38% active. AID 651999, 2013. inhibition, % at 12.5 µM. COP9 signalosome complex subunit 5 (Homo sapiens), Q92905. Purified CSN, SCF-Nedd8-OG deneddylation;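 active = pattern-corrected inhibition above about 35%, with an unprinted fluorescence ratio check between 0.5 and 1.5, limit read from the data, passing the limit was not always enough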;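 also: 0% = enzyme with substrate and 100% = substrate without enzyme; some results filed as inactive read as strong as hits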
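Test system: purified human Csn5 enzyme expressed in HEK293T cells. Amount: 0.24 nM enzyme. Reagent: SCFSkp2-Nedd8OG substrate at 10 nM final. Schedule: 90 min incubation of compound, enzyme and substrate at room temperature. Detection: fluorescence polarization. Read-out: % inhibition of substrate cleavage by Csn5.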
MsrA act: bovine MsrA enzyme activators, primary screen, biochemical, absorbance, HTS; activation, % at 10.6 µM; 360,000 tested, 0.3% active; Methionine sulfoxide reductase A (Bos taurus); purified bovine MsrA, absorbance read-out; AID 602163, 2012; in the data active = activation above about 7.5%;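 also: 0% = vehicle and 100% = reference activator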
E coli Lon inh: inhibitors of E. coli Lon protease, primary screen, biochemical, fluorescence polarization; AID 602123, 2011; 360,000 tested, 0.42% active; inhibition, % at 7.94 µM; purified E. coli Lon protease; in the data active = inhibition above about 13%, passing the limit was not always enough;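 also: 0% = enzyme with probe and DMSO and 100% = no enzyme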
The depositor's hits bear a star; i = inactive; nt = not tested or not shown; + = active, no number.

SMILES	FAS-TE inh	Rpn11 inh	Rin1-Abl PPI inh	MT1-MMP act inh	MLLE-PAM2 inh	MsrA inhibitor	CSN deneddyl inh	MsrA act	E coli Lon inh
COC(=O)[C@@H]1Cc2c([nH]c3ccccc23)C(C)N1C(=O)c1ccccc1 (stereo not given in full)	4	i	2	9	-5	1.1	0	-2	-6
CC(C)(C)NC(=O)CN1CCC(NC(=O)C23CC4CC(CC(C4)C2)C3)CC1	-1	i	1	2	-5	-0.9	0	-5	3
Cn1c(CC(=O)Nc2ccccc2)nnc1SCC(=O)NC1CCCC1	-5	i	-3	0	-6	-0.7	-1	-3	-6
NC(=O)c1nccc2ccccc12	-6	i	-2	0	11	0.3	-1	-2	-2
Cc1ccc(-c2nnc(SCC(=O)N/N=C/c3ccccc3C(=O)O)n2-c2ccc(Cl)cc2)cc1	-3	i	-1	-2	-36	-1.2	2	-2	7
Cc1ccc(Cc2c(-c3ccc(Br)cc3)nc3ccc(Br)cn23)cc1	20	i	-8	-23	4	-0.2	8	0	-8
COc1ccc(Cl)cc1S(=O)(=O)NCc1ccncc1	-4	i	2	-2	-3	1.0	2	-3	2
CCCC(=O)c1cc2c(cc1NC(=O)c1ccccc1F)OCCO2	6	i	-3	-3	-3	-0.8	-6	-7	-10
Cc1cc(-c2ccccc2)nc(N(C)C)c1S(C)(=O)=O	5	i	0	1	4	1.1	4	-1	5
Cc1nnc(C)n1/N=C/c1ccc(O)cc1	-5	i	3	-2	1	1.6	5	-3	3
C=CCNC(=O)/C(C#N)=C/c1ccc(SC)cc1	9	i	7	3	16	4.0	-6	-1	-5
COC(=O)/C=C/CC(C)OS(N)(=O)=O (stereo not given)	-12	i	0	2	8	-0.1	-1	-5	-6
COc1ccc(C)cc1NC(=O)CSc1nnnn1C1CCCC1	2	i	-1	-2	-11	0.6	2	-1	-4
CS(=O)(=O)c1ccc2nc(NC(=O)Nc3ccc(Cl)c(Cl)c3)sc2c1	3	i	-3	-1	-1	-0.8	0	-3	-14
CCOc1cc(S(=O)(=O)NCCc2ccccc2C)c(OCC)cc1-n1cnnn1	21	i	1	7	5	2.3	-1	4	-4
COc1ccc(C(=O)NCCCOc2cccc(NC(C)=O)c2)cc1	-5	i	-5	-4	1	-1.0	6	-8	-3
Cc1ccc(NC(=O)CN(C)C(=O)c2cccc(-n3cccc3)c2)cc1	1	+	6	5	-7	-0.9	29	-4	-5
Cc1onc(-c2ccccc2Cl)c1C(=O)OCC(=O)N1CCCc2ccccc21	22	i	-3	-6	5	0.6	5	-1	-4
O=C1Nc2ccc(Cl)cc2/C1=C/C1CC=CCC1 (stereo not given)	25	i	0	3	3	-1.8	6	-7	-8
COc1ccc(CNC(=O)COC(=O)CCOc2ccccc2)cc1	-1	i	5	1	-8	-0.5	-1	-4	-12

3 entries out of the list, arranged by molecular weight, rising:
SMILES	FAS-TE inh	Rpn11 inh	Rin1-Abl PPI inh	MT1-MMP act inh	MLLE-PAM2 inh	MsrA inhibitor	CSN deneddyl inh	MsrA act	E coli Lon inh
Cn1c(CC(=O)Nc2ccccc2)nnc1SCC(=O)NC1CCCC1	-5	i	-3	0	-6	-0.7	-1	-3	-6
CC(C)(C)NC(=O)CN1CCC(NC(=O)C23CC4CC(CC(C4)C2)C3)CC1	-1	i	1	2	-5	-0.9	0	-5	3
Cc1onc(-c2ccccc2Cl)c1C(=O)OCC(=O)N1CCCc2ccccc21	22	i	-3	-6	5	0.6	5	-1	-4

Further structures follow.
SMILES	FAS-TE inh	Rpn11 inh	Rin1-Abl PPI inh	MT1-MMP act inh	MLLE-PAM2 inh	MsrA inhibitor	CSN deneddyl inh	MsrA act	E coli Lon inh
COc1ccc(CCn2c(SCC(=O)Nc3cc(C)on3)nc3ccsc3c2=O)cc1OC	-6	i	1	2	9	0.2	4	-3	10
CCOC(=O)C1CCN(C2=NC(=O)/C(=C/c3ccc(Cl)cc3)S2)CC1	7	i	1	1	0	4.7*	-3	-3	7
COc1ccccc1-c1cc(C(=O)N2CCCc3ccccc32)no1	28	i	2	-3	6	-1.2	7	0	-2
O=C(Nc1nnc([C@@H]2C[C@H](O)[C@@H](CO)O2)s1)c1cccc(C(F)(F)F)c1	-6	i	-2	2	-10	1.1	2	-3	-8
O=C1NN(c2ccccc2)C(=O)/C1=C/c1ccc(Sc2cccc3ccccc23)o1	-7	i	-14	-7	13	1.5	14	-4	-9
CC(=O)c1nnn(-c2nc(N3CCCC3)nc(N(c3ccccc3)c3ccccc3)n2)c1C	-1	i	2	-4	5	-1.2	-2	-3	9
O=C(CCC(=O)c1cccs1)NCC(=O)Nc1ccc(F)c(F)c1F	6	i	3	-3	-1	-1.8	3	-3	-8
Cc1cccc(C)c1-n1nnnc1C1(C)CCC(=O)N1CCc1ccccc1F (stereo not given)	-8	nt	nt	3	nt	-0.2	-1	-2	4
CCC1(CC)Cc2ccccc2C(C2=C(O)CC(C)(C)CC2=O)=N1	-12	i	-3	-4	-7	0.5	-15	-3	5
Cc1nc2c(-c3ccc(F)cc3)cnn2c(N)c1-c1ccccc1	22	i	0	12	8	1.8	3	-8	10
CCc1ccc(C(c2c(C)nn(-c3ccccc3)c2N)c2c(C)nn(-c3ccccc3)c2N)cc1	13	i	-1	-14	8	-1.1	-6	-4	1
Cc1cccc(-n2nnnc2SCC(=O)Nc2ccc(N3CCN(C)CC3)cc2)c1	-2	i	2	-3	-5	-0.3	2	-2	-6
CCN(c1ccccc1)S(=O)(=O)c1cc(NC(=O)C2CC2)ccc1Cl	4	i	-1	-1	-6	-0.2	-1	-1	0
Cc1ccc(S(=O)(=O)Oc2cccc(N3C(=O)C4CC=CCC4C3=O)c2)cc1 (stereo not given)	13	i	3	5	7	2.9	-2	0	1
CCOc1ccc(-n2cnc3sc4c(c3c2=O)CCCC4)cc1	16	i	1	1	10	0.9	0	-2	-6
FC(F)(F)c1cc(-c2ccco2)nc(NCc2ccc(Cl)cc2)n1	36	i	3	-14	10	1.9	5	-6	-7
C=CCN1C(=O)C2(OCCCO2)c2c(C)ccc(C)c21	-1	i	0	1	-15	-1.6	-5	-1	5
COc1ccccc1NC(=O)N1CCN(c2ccccc2F)CC1	-3	i	-4	-3	5	0.0	5	-1	3
COc1cc2c(cc1OC)C1=C(C#N)CC/C(=N\S(=O)(=O)c3cccc(Cl)c3)N1CC2	24	i	-3	3	3	2.1	2	-14	-2
O=C(NCc1nc2ccccc2[nH]1)c1ccc(S(=O)(=O)N2CCCC2)cc1	-6	i	-1	-4	-6	-0.9	-3	-1	-5
COc1cc(/C=C/C(=O)O)cc(S(=O)(=O)Nc2ccc3c(c2)OCO3)c1OC	-3	i	0	-2	9	-0.3	-5	-3	2
Cc1ccc(C(=O)NC2CC(C)(C)NC(C)(C)C2)cc1S(=O)(=O)N1CCOCC1	-4	i	0	2	16	-1.1	1	-5	2
COc1cccc(C(=O)c2sc(NC(C)C)nc2N)c1	-12	i	2	-2	-27	2.8	1	-6	0
CCOC(=O)c1c(C)nc(-c2ccccc2)nc1NC(C)=O	-2	i	1	1	-2	2.0	-3	4	-5
CCCCCN1CC(=O)N2[C@@H](Cc3c([nH]c4ccccc34)C2(C)C)C1=O	0	i	3	5	-1	-1.4	3	-8	-6
CC1CC(C)CN(C(=O)Cn2c(=O)n(CCCCC(=O)NCc3ccco3)c(=O)c3ccccc32)C1 (stereo not given)	2	i	1	3	6	-0.9	-2	-3	-3
O=C(CNC(=O)c1ccc(Br)o1)OCc1ccc(Br)cc1	16	i	3	-1	-8	0.2	-2	-4	-2
COc1ccccc1OCCC(=O)OCC(=O)Nc1ccc(Br)cc1F	7	i	-4	6	-1	-0.7	-2	-3	1
COc1cc(CNC2CCCCCC2)cc(OC)c1OC	-9	i	-5	2	9	0.9	5	-1	-5
Cc1ccc(-c2nc(-c3ccncc3)no2)c(Cl)c1	2	i	-1	1	-10	-1.0	4	0	-2
COc1ccc(CN2CCNC(=O)C2CC(=O)N2CCc3ccccc3C2)c(OC)c1 (stereo not given)	-6	i	6	2	-10	-2.2	2	-3	-2
CC(Oc1ccc(F)cc1)C(=O)N(CCC1=CCCCC1)c1c(N)n(Cc2ccccc2)c(=O)[nH]c1=O (stereo not given)	2	i	1	-12	-5	0.1	-4	-2	-6
CCC(C(=O)Nc1sc(C(N)=O)c(C)c1C(=O)OC)c1ccccc1 (stereo not given)	4	i	0	-5	-13	-0.4	5	0	8
C=CCn1c(SCC(=O)Nc2nc3ccccc3s2)nnc1-c1ccccc1O	6	i	3	1	-8	0.2	-4	-3	-2
COc1ccc(CC/C(C)=N\NC(N)=O)cc1	-6	i	3	1	4	-0.4	-15	-1	4
Cc1sc2ncnc(N3CCOCC3)c2c1C	-7	i	2	-4	-5	-0.4	-4	-4	-7
Cc1nc(-n2[nH]c3c(c2=O)CCCC3)[nH]c(=O)c1Cc1ccccc1	-6	nt	-5	-215	-96	-0.4	52*	-2	-133
CN(C)S(=O)(=O)N1CCN(S(=O)(=O)c2ccc3ccccc3c2)CC1	0	i	3	6	-5	0.1	4	0	-4
CS(=O)(=O)c1ccc(Cl)c(NC(=O)c2ccc(-n3cncn3)c([N+](=O)[O-])c2)c1	-3	i	-1	0	-53	1.2	2	-4	-2
Cc1ccc(/C=N/n2c(-c3cccs3)n[nH]c2=S)cc1	5	i	-1	-2	-61	1.9	-2	5	7
CCCC12CN3CC(CCC)(CN(C1)C3C(O)C(O)C(O)CO)C2=O (stereo not given)	-10	i	4	2	-6	1.2	-2	-7	5
C=C[C@H]1[C@H](O[C@@H]2O[C@H](CO)[C@@H](O)[C@H](O)[C@H]2O)OC=C2C(=O)OCC[C@]21O	-10	i	-1	2	19	-0.4	-5	-3	2
O=C(NCc1ccc(F)cc1)C(c1ccco1)N(C(=O)c1csnn1)C1CC1 (stereo not given)	-4	i	2	4	-7	-0.1	1	-3	-3
O=C1C2Sc3[nH]c(=O)sc3C(c3ccccc3)C2C(=O)N1c1ccccc1 (stereo not given)	-4	i	-4	2	21	-0.3	5	-3	-3
C/C(=N\NS(=O)(=O)c1ccc(C)cc1)c1cc2ccccc2oc1=O	0	i	1	-3	-13	0.6	-3	-1	10
COc1ccc(NC(=O)CSc2nnc(C3CC3)n2C)cc1S(=O)(=O)N1CCCCC1	-4	i	1	6	0	1.7	-1	1	-6
CC1CCN(S(=O)(=O)c2ccc(NC(=O)c3ccccc3F)cc2)CC1	17	i	-2	-1	-1	0.2	-6	-3	4
C#CCN(C(=O)c1ccc(OC2CCN(C(=O)CCOC)CC2)cc1)C1CCCCC1	-3	i	4	3	0	1.4	1	1	-9
Cn1c(=S)oc2ccccc21	-4	i	1	4	25	-1.9	112	0	-3
O=C(CCCOc1ccccc1)NCC1CCCO1 (stereo not given)	-8	i	0	-3	4	-0.4	7	-3	-3
COc1ccc(-c2nnn(CC(=O)N3CCN(c4ccccc4OC)CC3)n2)cc1OC	1	i	-5	-2	2	0.1	-15	-4	-13

Assay outcomes as filed in PubChem BioAssay.
